HCV inhibitor = qHTS Assay for Inhibitors of Hepatitis C Virus (HCV); hit rate 3.4% among 340,000; Potency, µM (highest dose often 41.8 µM), for the others: at the highest dose activity change, negative = inhibition, usual class: inhibitors; Huh7.5.1 HCVcc-Cre infection, luciferase reporter, 44 h; also: potency is read from the fitted curve at half-maximal effect
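HCVcc-Cre virus at an moi near 0.5 was added right after compound to cells cultured 4 h from seeding (1,000 cells/well). Luciferase activity was determined 44 h later, 15 min after substrate addition at RT.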
FBPA Giardia inh = qHTS Assay for Inhibitors of Fructose-1,6-bisphosphate Aldolase from Giardia Lamblia. AID 2451, 2010. purified Giardia FBPA. hit rate 0.71% among 290,000. A8B2U2. Potency, µM (series often up to 59.6 µM), for inactives: top-dose activity, negative = inhibition, hits mostly inhibitors; also: potency is read from the fitted curve at half-maximal effect; nearly all actives have a fitted effect of over 55% in size
Target sequence (A8B2U2 whole entry, looked up): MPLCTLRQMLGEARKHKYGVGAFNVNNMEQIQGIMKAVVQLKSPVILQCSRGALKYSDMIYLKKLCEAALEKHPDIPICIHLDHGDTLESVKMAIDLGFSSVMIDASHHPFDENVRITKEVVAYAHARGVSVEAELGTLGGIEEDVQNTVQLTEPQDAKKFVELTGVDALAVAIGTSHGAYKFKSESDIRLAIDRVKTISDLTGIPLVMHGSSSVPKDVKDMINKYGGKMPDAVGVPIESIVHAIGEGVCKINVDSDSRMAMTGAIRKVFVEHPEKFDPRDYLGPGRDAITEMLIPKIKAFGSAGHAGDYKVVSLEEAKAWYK
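40 nM FBPA preincubated 10 min at RT with compound (up to 57.5 uM final), then substrate plus GAPDH/TPI/NAD/arsenate coupling and diaphorase/resazurin added. Fluorescence read after 20 min at RT, 525/598 nm.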
Sm TGR block = qHTS Assay for the Inhibitors of Schistosoma Mansoni Peroxiredoxins; purified TGR, DTNB reduction, TNB absorbance 405 nm; Potency, µM (highest dose often 114 µM), without a hit: top-dose activity change, negative = inhibition, actives largely listed as inhibitors; hit rate 3% among 360,000; AID 485364, 2010; also: potency is read from the fitted curve at half-maximal effect; nearly all actives have a fitted effect of over 60% in size
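Kinetic colorimetric format: TGR-catalysed, NADPH-driven DTNB reduction monitored via TNB absorbance. Enzyme dispensed at 20 nM; compound exposure 15 min at room temperature before reaction start.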
AmpC no deterg = qHTS Inhibitors of AmpC Beta-Lactamase (assay without detergent). P00811. AmpC nitrocefin hydrolysis, absorbance 480 nm, 0.0001% Triton. Potency, µM (doses to about 57.1 µM), inactives show top-dose activity change, negative = inhibition, actives largely listed as inhibitors. hit rate 0.52% among 330,000. AID 485341, 2010;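 also: potency is read from the fitted curve at half-maximal effect; plate controls were no compound for no effect and no enzyme for full effect; nearly all actives have a fitted effect of over 20% in size; some results filed as inactive show a strong effect at the top dose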
Target sequence (P00811 whole entry, looked up): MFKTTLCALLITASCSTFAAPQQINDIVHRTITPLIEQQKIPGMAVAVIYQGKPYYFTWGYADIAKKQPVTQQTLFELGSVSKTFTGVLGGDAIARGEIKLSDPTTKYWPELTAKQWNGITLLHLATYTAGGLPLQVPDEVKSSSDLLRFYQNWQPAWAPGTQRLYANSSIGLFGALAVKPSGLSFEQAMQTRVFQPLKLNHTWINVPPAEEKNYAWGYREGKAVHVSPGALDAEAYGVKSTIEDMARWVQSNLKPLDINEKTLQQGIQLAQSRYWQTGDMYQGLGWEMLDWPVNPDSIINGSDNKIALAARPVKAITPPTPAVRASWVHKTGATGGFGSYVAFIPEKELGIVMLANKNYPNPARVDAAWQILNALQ
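AmpC (5.3 nM in the dispensed reagent) in 20 mM phosphate pH 7.0 with 0.01% (detergent screen) or 0.0001% Triton X-100 was preincubated with compounds for 15 min at room temperature. Nitrocefin was then added from an 800 uM solution, and hydrolysis was followed at 480 nm.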
AmpC detergent = qHTS Inhibitors of AmpC Beta-Lactamase (assay with detergent) | P00811 | AmpC hydrolysis of nitrocefin, absorbance 480 nm, 0.01% Triton | Potency, µM (titrated, usually from 114 µM), inactives show top-dose activity change, negative = inhibition, hits mostly inhibitors | hit rate 0.041% among 370,000;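 also: potency is read from the fitted curve at half-maximal effect; 0% = no-compound wells and -100% = no-enzyme wells; nearly all actives have a fitted effect of over 25% in size; some results filed as inactive show a strong effect at the top dose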
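AmpC (5.3 nM in the dispensed reagent) in 20 mM phosphate pH 7.0 with 0.01% (detergent screen) or 0.0001% Triton X-100 was preincubated with compounds for 15 min at room temperature. Nitrocefin was then added from an 800 uM solution, and hydrolysis was followed at 480 nm.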
HCMV antiviral = qHTS Assay for inhibitors of the human cytomegalovirus (HCMV); HFF cells, HCMV-luciferase reporter, 72 h; hits give low values; activity change, negative = inhibition, % at 57.5 µM; hit rate 4.5% among 410,000; AID 1259415, 2018; in the data active = activity change below about -60%; inconclusive = no clear call, values can overlap the other calls; inactive = above about -39%
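Two compound doses tested in HFFs infected with HCMV-luciferase, MOI 1 PFU/cell, 72 h at 37C. Lysate luminescence read with OneGlo; data normalized against buffer-only and 10uM Salinomycin inhibitor controls.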
* hit, by the source's call; ? = inconclusive; . = no result given; & = joins results of further samples; [ ] = dose if it differs, or a comment. Unless noted, calls follow the shape of the dose curve; as a rule, active = well fitted curve in the direction sought with a large enough effect; inconclusive = small, poorly fitted or top-dose-only effect, or another doubt; inactive = no such curve, though single readings can be large; an effect the other way counts as inactive or inconclusive. Unless noted, % is scaled to controls: 0 for no effect and ±100 for the full control effect.

The line under a structure holds: HCV inhibitor	FBPA Giardia inh	Sm TGR block	AmpC no deterg	AmpC detergent	HCMV antiviral
CC(NC(=O)c1ccc2c(c1)OCO2)C1CCCO1 (stereo unspecified)
    14%	-3%	-5%	-7%	?	-3
COC(=O)[C@@]1(Cc2ccccc2)[C@H]2C(=O)N(Cc3ccccc3)C(=O)[C@H]2[C@H]2CN=C(SCC(=O)c3ccccc3)N21
    -23%[8.37 µM]	.	.	-4%	.	-15
COc1ccc(C(=O)NC2CC2)cc1OC1CCN(Cc2cc(C)cc(C)c2)CC1
    -6%	-8%	-18%	9%	?	-10
O=C(NC1CCCC1)c1ccc(CSc2nc3cccnc3n2Cc2ccccc2F)cc1
    .	.	0%	.	-2%	0
N#CC1=C(N)Oc2cc(Nc3ccccc3)ccc2C1c1ccncc1 (stereo unspecified)
    ?	-3%	5%	-27%	-6%	10
COCCN(C(=O)COC(=O)C1CC1)c1c(N)n(Cc2ccccc2)c(=O)[nH]c1=O
    10%	.	6%	-4%	?	-19
COc1ccccc1/C=N/NC(=O)c1nnn(-c2nonc2N)c1-c1cccs1
    35%[activator]	?	-14%	-24%	-15%	.
CCOc1ccccc1CN1CCNC(=O)C1CC(=O)N(C)C1CCOCC1 (stereo unspecified)
    17%	.	?	45%	1%	-23
O=C(C1CCN(S(=O)(=O)c2ccc(Br)s2)CC1)N1CCN(c2cccc(C(F)(F)F)c2)CC1
    .	.	8%	.	-7%	?
COc1ccc(-n2cc(-c3ccccc3)[n+]3c2CCCCC3)cc1
    ?	0%	-1%	-3%[11.4 µM]	0%	-90*
O=C(Cc1c(F)cccc1Cl)NNC(=O)Nc1ccc2c(c1)OCO2
    -4%	-7%	4%	-16%	1%	38
O=C(Nc1nnc(C2CC2)s1)c1cc([N+](=O)[O-])ccc1N1CCCCC1
    ?	0%	7%	2%	0%	68
NC(=O)CSc1nc2cccnc2n1-c1ccc(F)cc1
    24%	-16%	71%[activator]	1%	1%	44
Cc1ccsc1/C=C1\SC(N)=NC1=O
    7%	-2%	0%	-46%	?	102
CCNc1nc(NC(C)C)nc(NS(=O)(=O)c2ccc(Cl)cc2)n1
    16%	?	-2%	-36%	?	-8
N#CCc1c(C#N)c(N)nc(N2CCN(S(=O)(=O)c3ccccc3F)CC2)c1C#N
    ?	-9%	-3%	-19%	-3%	29
Cc1[nH]c2ccccc2c1C(=O)NS(=O)(=O)Nc1ccccc1
    7%	0%	1%	-16%	-20%	-33
COC(=O)c1cccc(C23CC4(C2)[C@H](CN(Cc2cccnc2)[C@@H]4c2ccccc2)C3c2ccc(Cl)nc2)c1 (stereo partly specified)
    ?	-3%&-3%	0%	75%[activator]	-5%	-15
COc1ccc(-n2c(Cc3cccn3C)nnc2SCC(=O)Nc2cccc(C)c2C)cc1
    2%&-11%	-1%	?	65%[activator]	-8%	8
COc1cc2c(cc1OC)C(c1ccc(Cl)cc1)N(c1ccc(C)c(F)c1)C(=O)C2 (stereo unspecified)
    .	.	14%	.	14%	-13

Some of the entries above, set out differently:
| compound | HCV inhibitor | FBPA Giardia inh | Sm TGR block | AmpC no deterg | AmpC detergent | HCMV antiviral |
| --- | --- | --- | --- | --- | --- | --- |
| COc1ccc(-n2c(Cc3cccn3C)nnc2SCC(=O)Nc2cccc(C)c2C)cc1 | 2%&-11% | -1% | ? | 65%[activator] | -8% | 8 |
| CCNc1nc(NC(C)C)nc(NS(=O)(=O)c2ccc(Cl)cc2)n1 | 16% | ? | -2% | -36% | ? | -8 |
| O=C(Nc1nnc(C2CC2)s1)c1cc([N+](=O)[O-])ccc1N1CCCCC1 | ? | 0% | 7% | 2% | 0% | 68 |
| N#CCc1c(C#N)c(N)nc(N2CCN(S(=O)(=O)c3ccccc3F)CC2)c1C#N | ? | -9% | -3% | -19% | -3% | 29 |

(list continues)
The line under a structure holds: HCV inhibitor	FBPA Giardia inh	Sm TGR block	AmpC no deterg	AmpC detergent	HCMV antiviral
CCOc1cc2c(cc1OCC)-n1cccc1C(c1cccc([N+](=O)[O-])c1)NC2 (stereo unspecified)
    ?	3%	6%	59%	-8%	132
COc1ccc2c(c1)sc1ncc(C(=O)NCc3ccc(OC(C)C)cc3)c(=O)n12
    .	.	8%	.	-3%	18
Cc1nn(-c2ccccc2)c2nc(N)c(C#N)c(-c3ccc(O)c(O)c3)c12
    11µM*	-21%	0%	-50%	1%	-62*
Cc1cccc(N2CCN(C(=O)CN(C)S(=O)(=O)c3ccc4c(c3)CCC(=O)N4)CC2)c1C
    -20%	0%	-1%	106%[activator]	?	-38
Nc1ccc(S(=O)(=O)NC2(C(F)(F)F)NC(=O)N(c3ccccc3Cl)C2=O)cc1 (stereo unspecified)
    1%	2%	-8%	-23%	-3%	16
COC(=O)Cn1nc(-c2ccccc2)c2cc(Cl)ccc21
    9%	-3%	0%	76%[activator]	-6%	16
COc1ccc(N2CCN(CCCNC(=O)C(=O)c3c(C)[nH]c4ccccc34)CC2)cc1
    ?	.	-9%	97%[activator]	0%	0
CC(=O)Nc1ccc(S(=O)(=O)Nc2nc3ccccc3nc2-n2ccc(=NC(=O)c3ccccc3)cc2)cc1
    3%	1%	-20%	43%	1%	?
CN(C)S(=O)(=O)c1cccc(C(=O)N2CCN(Cc3ccccc3)CC2)c1
    -3%	1%	-34%	41%	-6%	3
O=C(CNC(=O)c1ccco1)NCC(=O)OCc1ccc(C(=O)Oc2ccc(Cl)cc2)cc1
    17%	3%	0%	-9%	-15%	24
COC(=O)c1sccc1NC(=O)c1sccc1C
    -11%	5%	14%	-5%	1%	-20
CCOC(=O)c1ccc(Nc2c(CC)c(C)nc3ncnn23)cc1
    -5%	6%	-2%	-14%	-13%	28
Cc1cc(NC(=O)CCCN2C(=O)/C(=C\c3cccs3)SC2=S)no1
    5%	-1%	-1%	-19%	0%	-34
O=C(CSc1nc2nn(-c3ccccc3)c(=O)c-2c2n1CCCCC2)c1ccc(OC(F)F)cc1
    7.9µM*	.	.	5%	.	0
Cc1ccc(S(=O)(=O)c2nc(C)oc2NCc2ccccc2)cc1
    12%	-20%	2µM*	-60%	50µM*	.
CCC(C(=O)NCCN1CCN(C)CC1)n1c(C)c2cnn(-c3ccccc3)c(=O)c2c1C (stereo unspecified)
    16%	-6%	0%	64%[activator]	-6%	4
O=C1CSC(c2cccc([N+](=O)[O-])c2)N1C1CC2CCC1C2 (stereo unspecified)
    15%	-2%	4%	-32%	0%	-19
Nc1ncnc2c1ncn2[C@@H]1O[C@H](CNCc2ccccc2OC2OC(CO)C(O)C(O)C2O)[C@@H](O)[C@H]1O (stereo partly specified)
    8%	.	.	-9%	.	7
Cc1cc(C)c2c(N)c(C(=O)N/N=C/c3cccs3)sc2n1
    -3%	1%	-8%	-18%	-7%	-1
O=C(Nc1ccnc(-c2ccncc2)n1)C1CC1
    4%	0%	.	-5%	0%	6
CCOc1ccc(/C=N/OCC(=O)NCc2ccc3c(c2)OCO3)cc1OC
    ?	4%	-19%	0%	-1%	-26
COCCNC(=O)c1cn(C)c2ccc(S(=O)(=O)N3CCCC3)cc2c1=O
    ?	.	-13%	0%	-7%	-1
O=C(COC(=O)/C=C/c1ccc2c(c1)OCO2)NC1CC1
    9%	4%	-17%	-18%	?	-2
Cc1ccc2onc(CC(=O)Nc3cccc(C(F)(F)F)c3)c2c1
    .	.	-1%	.	3%	-10
CCOC(=O)c1cc(C(=O)OCC)c(=O)[nH]c1N1CCCCC1
    0%	0%	0%	-22%	-6%	-19
CCOc1ncccc1C(=O)Nc1cccc(S(=O)(=O)NC2=NCCC2)c1
    -4%	.	-3%	-1%	-10%	18
COc1ccc(NC(=O)CC2C(=O)N(c3cccc(C)c3)C(=O)N2Cc2cccnc2)cc1 (stereo unspecified)
    .	.	-3%	.	14%	?
COC(=O)c1ccc(COC(=O)c2ccc(S(=O)(=O)N3CCC(C)CC3)cc2)o1
    ?	1%	-14%	13%	-4%	28
COC(=O)c1ccc(-c2nc(-c3cccs3)no2)cc1
    -17%	0%	6%	-16%	0%	?
COc1ccc(C(=O)Nc2ccc(C(=O)N3CCC(C)CC3)cc2)cc1OC
    -11%	10%	7%	38%	-10%	-8
Cc1c(Cl)ccc2sc(N3CCN(C(=O)C(C)C)CC3)nc12
    .	.	16%	.	0%	-16
CC(=O)c1c(C)[nH]c(C(=O)OCC(=O)c2ccc(C)s2)c1C
    ?	.	3%	-6%	3%	50
O=C(NNC(=O)c1sc2cccc(Cl)c2c1Cl)Nc1ccccc1
    5%	2%	1%	?	-9%	-6
Cc1cc(C)cc(OCC(=O)N2CCc3ccccc3C2)c1
    2%	9%	13%	13%	5%	14
COc1ccc(C2OC(=O)CC2C(=O)NCc2ccc(C)cc2)cc1OC (stereo unspecified)
    13%	-1%	4%	-22%	10%	-3
COCCCNC(=O)c1cc(Sc2ccc(F)cc2)nc2ccccc12
    ?	10%	-10%	2%	-5%	-61*
Cc1cc(C(=O)O[C@H]2[C@H](C)NS(=O)(=O)[C@H]3C[C@@H]4C=C[C@]23O4)cc([N+](=O)[O-])c1
    22%	.	-13%	-32%	-7%	16
COc1cccc(-c2nnc3sc(-c4cccs4)nn23)c1
    -17%	6%	0%	-7%	-10%	?
CCN(c1ccccc1)S(=O)(=O)c1ccc(Cl)c(NC(=O)CN2CCN(C)CC2)c1
    -30%	.	-1%	131%[activator]	4%	?
O=C(NCCN1CCN(c2ccccc2F)CC1)c1ccc2nc3ccccc3c(=O)n2c1
    ?	-6%	5%	-16%	5%	-13
C/C(=N\NC(=O)c1cccc2ccccc12)c1cccs1
    1%	?	-32%	-21%	1%	53
CCc1ccc(OCC(=O)NNC(=S)NC(=O)C2CCCCC2)c(Br)c1
    -11%	.	-5%	-24%	1%	14
C/C(=N\NC(N)=O)C1(C)CCCCC1
    23%	3%	0%	-8%	?	-6
Cc1nn(Cc2cccc(F)c2)c(C)c1NC(=O)c1c([N+](=O)[O-])c(C)nn1C
    -20%	-1%	12%	11%	-6%	-17
CCCCCCNS(=O)(=O)c1ccc(OC)c(OC)c1
    -4%	19%	0%	-2%	?	15
CCCCn1c(SCn2nnc3ccccc3c2=O)nc2cc(C(=O)OC)ccc2c1=O
    .	-1%	4%	-18%	-10%	.
CC(NC(=O)NC(=O)c1ccc(Cl)cc1Cl)C1CC1 (stereo unspecified)
    7%	6%	6%	-22%	0%	45
Cc1cc(C(=O)N/N=C/c2ccc(O)c([N+](=O)[O-])c2)n[nH]1
    8%	-7%	-7%	-54%	-11%	-39
Cc1ccc(C)c(NC(=O)Cn2ccn(-c3ccc4c(c3)OCO4)c(=O)c2=O)c1
    -3%	.	7%	-3%	-17%	-30
Cc1cc(C)cc(OCC(=O)Nc2ccc(-c3nc4ccccc4o3)cc2)c1
    .	.	10%	.	17%	-23
CC1CCN(c2ccc3nnc(CCC(=O)Nc4cc(F)ccc4F)n3n2)CC1
    16%	4%	-7%	15%	1%	-27

Screens from PubChem.
